Pol eta inh – qHTS for Inhibitors of Polymerase Eta | 390,000 tested, 1.2% active | Potency, µM (highest dose often 114 µM), for the others: top-dose activity change, negative = inhibition, actives largely listed as inhibitors | recombinant Pol eta, fluorescent DNA replication assay; note: potency is the fitted concentration of half-maximal effect
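Fluorescent replication assay: 50 nM final substrate added after a 15 min room-temperature compound preincubation with 10 nM enzyme. Signal taken at 0 min and again at 10 min.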
RXFP1 antagonist – qHTS Assay for Antagonists of the Relaxin Receptor RXFP1; Relaxin receptor 1 (Homo sapiens), Q9HBX9; HEK293-RXFP1, relaxin-stimulated cAMP HTRF, 30 min; stronger effect = lower value; activity change, negative = inhibition, % at 57.5 µM; 350,000 tested, 0.59% active; AID 1259400, 2018;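 active = activity change of -60% or lower, but not beyond a set lower limit; inconclusive = change between -60% and -40%, or beyond the set limit; inactive = change above -40%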
PGK inhibitor – qHTS Assay to Find Inhibitors of Phosphoglycerate Kinase; PGK/GAPDH coupled, Kinase-Glo luminescence, 60 min; Potency, µM (titrated, usually from 57.5 µM), for inactives: top-dose activity change, negative = inhibition, actives largely listed as inhibitors; 380,000 tested, 0.043% active; note: potency is the fitted concentration of half-maximal effect; nearly all actives have a fitted effect of over 60% in size
Target sequence (P07378 whole entry, looked up): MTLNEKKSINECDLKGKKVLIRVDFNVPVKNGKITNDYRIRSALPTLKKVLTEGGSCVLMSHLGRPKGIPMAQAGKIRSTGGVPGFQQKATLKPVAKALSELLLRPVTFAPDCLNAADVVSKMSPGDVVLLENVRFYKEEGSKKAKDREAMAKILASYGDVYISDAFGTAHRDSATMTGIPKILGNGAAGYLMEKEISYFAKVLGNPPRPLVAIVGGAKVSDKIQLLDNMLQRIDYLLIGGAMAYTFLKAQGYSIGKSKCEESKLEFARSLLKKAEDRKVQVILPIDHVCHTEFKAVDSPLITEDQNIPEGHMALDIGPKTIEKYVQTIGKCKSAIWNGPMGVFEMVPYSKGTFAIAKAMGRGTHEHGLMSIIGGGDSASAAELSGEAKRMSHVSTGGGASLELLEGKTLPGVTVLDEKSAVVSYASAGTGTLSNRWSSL
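Recombinant glycosomal PGK reaction used 1,3-bisphosphoglycerate generated in-well by GAPDH (100nM final) in 100mM TEA pH 7.6, 5mM MgCl2, 0.01% Tween-20. After 60 minutes at room temperature, ATP was read by Kinase-Glo Plus luminescence end-point.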
* marks the source's active call; other numbers are inactive results; i = inactive; ? = inconclusive. Unless noted, calls come from the whole dose curve; as a rule, active = well fitted curve in the direction sought with a large enough effect; inconclusive = small, poorly fitted or top-dose-only effect, or another doubt; inactive = no such curve, though single readings can be large; an effect the other way counts as inactive or inconclusive. % is set by controls: 0 for no effect and ±100 for the full control effect. This is a subset (hit frequency here may not be typical).

1. Cc1ccn(CC(=O)N2CCCC(N3CCN(c4cccc(C(F)(F)F)c4)CC3)C2)n1 (centres undefined)
2. Cc1ncc(CO)n1Cc1ccc(Cl)cc1
3. C#CCN(C[C@@H]1[C@@H](OC(=O)NCC2CCCCC2)[C@@H](OC(=O)NCC2CCCCC2)Cn2c(=O)ccc(=O)n21)S(=O)(=O)c1ccc(C)cc1
4. COc1ccc(C(C)(C)C)cc1NC(=O)CN(C)C1=NS(=O)(=O)c2ccccc21
5. Cc1ccc(S(=O)(=O)NCc2ccccc2)cc1C(=O)NCc1ccncc1
6. CSc1nc(=O)[nH]nc1Sc1ccccc1
7. O=C(NCc1ccncc1)Nc1ccc(Cc2ccc(NC(=O)NCc3ccncc3)cc2)cc1
8. Cn1c(=O)c2c(ncn2CC(=O)OCC(=O)c2ccc(Br)cc2)n(C)c1=O
9. CCOc1ccc(Cc2c(O)nc(SC)[nH]c2=O)cc1
10. CCOC(=O)c1[nH]c(=S)n(-c2ccccc2)c1C(=O)OCC
Screen / compound no.,1,2,3,4,5,6,7,8,9,10
Pol eta inh,-1.1%,-3.1%,-12.3%,-6.5%,-5.6%,44.7µM*,-1.0%,-10.0%,4.2%,0.2%
RXFP1 antagonist,0.3,4.5,6.6,3.3,-1.1,2.5,11.7,-1.1,-1.6,11.4
PGK inhibitor,2.6%,2.7%,-9.2%,9.2%,8.6%,-1.2%,-3.7%,-3.1%,-7.5%,3.7%

11. Cc1cc(C(=O)COC(=O)Cc2c(F)cccc2Cl)c(C)n1C
12. Cc1cccc(C)c1NC(=O)CN(c1c(C)cccc1C)S(C)(=O)=O
13. Cc1c(NC(=O)CSc2nnc(-c3ccncc3)n2C)c(=O)n(-c2ccccc2)n1C
14. CC(=O)N(CC#CCN(C(C)=O)c1ccccc1)c1ccccc1
15. C[C@@H]1CCCCO[C@H](CN(C)Cc2ccc(C(=O)O)cc2)[C@@H](C)CN([C@H](C)CO)C(=O)c2cc(NC(=O)CCC(F)(F)F)ccc2O1
16. Cc1ccccc1CN1C[C@H]2CON(C)[C@H]2C[C@H]1c1cccc(Br)c1
17. CCC(C)C(=O)C(=O)N1CCC(n2nccc2NC(=O)CCOc2ccccc2)CC1 (centres undefined)
18. CCC/C=C/c1ccc(CN2C(C)C(=O)N(Cc3cn(Cc4ccco4)nn3)CCS2(=O)=O)cc1 (centres undefined)
19. CC(C)[C@H](NC(=O)c1c(F)cccc1F)C(=O)OCC(=O)NNC(=O)c1ccccc1
20. COc1ccc(/C=C/C(=O)OCC(=O)N2c3ccccc3CC2C)cc1OC (centres undefined)
Screen / compound no.,11,12,13,14,15,16,17,18,19,20
Pol eta inh,-8.5%,-17.5%,4.3%,-7.4%,-9.7%,-14.3%,-4.4%,-19.4%,7.1%,-11.8%
RXFP1 antagonist,-9.1,9.6,-1.8,-0.4,-6.7,-32.8,4.9,-1.7,-3.7,4.3
PGK inhibitor,i,-6.5%,-4.9%,3.2%,-9.1%,1.2%,-0.6%,-10.1%,-3.2%,-7.7%

21. C[C@H]1CN([C@@H](C)CO)S(=O)(=O)c2ccc(Br)cc2O[C@@H]1CN(C)Cc1cccc(F)c1
22. C[C@H](CO)N1C[C@H](C)[C@@H](CN(C)C(=O)c2ccccc2)Oc2cc(C#C[C@@H](C)O)ccc2S1(=O)=O
23. C[C@@H]1CCCCO[C@H](CN(C)C(=O)c2ccccc2)[C@@H](C)CN([C@H](C)CO)C(=O)c2cc(NC(=O)NC3CCCCC3)ccc2O1
24. COc1ccccc1CN(C)C(=O)c1cc(S(=O)(=O)N2CCCCCC2)ccc1OC
25. CC(=O)c1ccc(OCc2cn(CC(=O)c3ccc(O)cc3)nn2)c(C)c1
26. CNC(=O)C[C@H]1C(=O)N(c2ccccc2)C[C@@H]1Cc1ccccc1
27. O=C(NC1CCCc2c1cnn2-c1ccccc1F)c1ccncc1 (centres undefined)
28. COc1ccc(CNC(=O)O[C@H]2C[C@@H]3C(=O)N(c4ccccc4)C(=O)[C@@H]3[C@@H]3CN(S(=O)(=O)c4ccc(C)cc4)C[C@]23O)cc1OC
29. S=C(NCCc1ccccc1)N1CCC2CC1c1c(Cl)cccc12 (centres undefined)
30. CN(C)CC(=O)Nc1ccc2c(c1)[C@H]1C[C@H](CC(=O)NCc3ccc4c(c3)OCO4)O[C@H](CO)[C@H]1O2
Screen / compound no.,21,22,23,24,25,26,27,28,29,30
Pol eta inh,?,-12.6%,-21.9%,-15.5%,-15.3%,-20.7%,-2.6%,-5.3%,-13.7%,-13.4%
RXFP1 antagonist,1.8,-0.4,-2.3,1.8,-3.1,-0.2,-3.5,6.8,7.0,6.9
PGK inhibitor,-0.1%,i,-3.8%,-9.2%,8.0%,-7.1%,3.4%,-1.5%,-9.2%,2.8%

Whole records from above.
C[C@H]1CN([C@@H](C)CO)S(=O)(=O)c2ccc(Br)cc2O[C@@H]1CN(C)Cc1cccc(F)c1 reads Pol eta inh: ?; RXFP1 antagonist: 1.8; PGK inhibitor: -0.1%
S=C(NCCc1ccccc1)N1CCC2CC1c1c(Cl)cccc12 (centres undefined) reads Pol eta inh: -13.7%; RXFP1 antagonist: 7.0; PGK inhibitor: -9.2%
CN(C)CC(=O)Nc1ccc2c(c1)[C@H]1C[C@H](CC(=O)NCc3ccc4c(c3)OCO4)O[C@H](CO)[C@H]1O2 reads Pol eta inh: -13.4%; RXFP1 antagonist: 6.9; PGK inhibitor: 2.8%

Later entries.
31. CN(CC1COc2ccccc2O1)C(=O)CCNS(=O)(=O)c1ccc(F)c(Cl)c1 (centres undefined)
32. CCc1ccc(CN2CCC(n3nccc3NC(=O)c3ccccc3OC)CC2)o1
33. NC(=O)c1c(NC(=O)c2ccccc2F)sc2c1CCC2
34. Cc1cc(C)c2cc(C#N)c(NCCCNC(=O)c3cccnc3)nc2c1
35. CC(C)=CCCC(C)=CCN1C(=O)CN(C)C1=O
36. C[C@@H]1CN([C@@H](C)CO)C(=O)CCCn2nncc2CO[C@H]1CN(C)S(=O)(=O)c1ccc(-c2ccccc2)cc1
37. CCCCN1C(=O)C(CC(=O)NC2CCCCC2)CC(C(=O)N(C)C)=C1C (centres undefined)
38. O=S(=O)(NC1CCc2ccccc21)c1ccccc1 (centres undefined)
39. COc1cccc(CN2CC(C(=O)N3CCSCC3)CCC2=O)c1 (centres undefined)
40. O=C(C[C@H]1C[C@H]2c3cc(NC(=O)CC4CC4)ccc3O[C@H]2[C@H](CO)O1)NCc1ccccc1F
Screen / compound no.,31,32,33,34,35,36,37,38,39,40
Pol eta inh,-19.1%,-18.4%,-5.0%,-10.9%,-7.7%,-11.4%,-4.4%,-2.9%,-7.1%,-3.5%
RXFP1 antagonist,-0.3,0.7,-5.4,-6.7,-2.9,-4.4,2.3,2.4,-2.6,-9.4
PGK inhibitor,-4.7%,8.0%,-6.3%,-8.7%,0.9%,0.5%,0.8%,-3.2%,-8.2%,i

Brought forward from above: two compounds, followed by the next part.
39. COc1cccc(CN2CC(C(=O)N3CCSCC3)CCC2=O)c1 (centres undefined)
40. O=C(C[C@H]1C[C@H]2c3cc(NC(=O)CC4CC4)ccc3O[C@H]2[C@H](CO)O1)NCc1ccccc1F
41. CCOC(=O)CN1CCC(C2(c3cc4ccccc4[nH]3)OCCO2)CC1
42. Cc1ccc(NCN2C(=O)c3ccccc3C2=O)cc1Cl
43. C[C@@H]1CN([C@H](C)CO)S(=O)(=O)c2ccc(C#Cc3cccc(F)c3)cc2O[C@@H]1CN(C)C(=O)CN1CCOCC1
44. NS(=O)(=O)c1ccc(CCNC(=O)COC(=O)Cc2ccc(Cl)cc2)cc1
45. COc1ccc(OC)c(NC(=O)c2cccc(NC(=O)c3ccco3)c2)c1
46. O=C(NC(CC(=O)N1CCN(c2ccccc2)CC1)c1ccccc1)c1ccccc1 (centres undefined)
47. COc1ccc(C(C)=O)cc1CON=C1CSCc2ccccc21
48. O=C(c1ccoc1)N1CCN(c2cc(-c3cccnc3)nc3cc(-c4cccc(Cl)c4)nn23)CC1
49. O=S(=O)(c1ccc(NC(=S)N2CCCCC2)cc1)N1CCCCC1
50. C/C=C/c1cnc2c(c1)C(=O)N([C@H](C)CO)C[C@@H](C)[C@@H](CN(C)C(=O)NC1CCCC1)O2
Screen / compound no.,39,40,41,42,43,44,45,46,47,48,49,50
Pol eta inh,-7.1%,-3.5%,-18.0%,-24.8%,-10.7%,-11.7%,-11.2%,-13.1%,-12.7%,-2.1%,-10.8%,-9.0%
RXFP1 antagonist,-2.6,-9.4,1.9,-1.4,-4.6,-4.5,0.2,6.1,4.9,2.7,-0.6,8.5
PGK inhibitor,-8.2%,i,-10.8%,-4.1%,-0.4%,-6.7%,5.2%,9.4%,3.1%,4.0%,-12.8%,-2.2%

51. COCOCCn1cc(CN2CCS(=O)(=O)N(Cc3ccc(-c4ccccc4)cc3)C(C(C)C)C2=O)nn1 (centres undefined)
52. COCCN(C(=O)c1ccco1)c1nc(-c2ccc(OC)cc2)cs1
53. COCC(=O)Nc1ccc2c(c1)[C@@H]1C[C@H](CC(=O)NCc3cccc(F)c3)O[C@@H](CO)[C@@H]1O2
54. CC1(C)CC(=O)C=C(C#CC2(O)CCCCC2)C1
55. COc1cc(C(=O)NCCC(=O)NCc2cccs2)cc(OC)c1OC
56. C[C@@H]1CN([C@@H](C)CO)C(=O)CCCn2nncc2CO[C@@H]1CN(C)C(=O)c1ccncc1
57. COc1ccc(OC)c(NS(=O)(=O)c2ccc3[nH]c(=O)[nH]c3c2)c1
58. O=C(O)C(=O)Nc1ncn[nH]1
59. Fc1ccc(-c2nc3ccc(Br)cn3c2Cc2ccccc2)cc1
60. c1ccc2c(c1)-c1nc3ccccc3cc1C2N1CCCCC1 (centres undefined)
Screen / compound no.,51,52,53,54,55,56,57,58,59,60
Pol eta inh,-7.6%,-21.3%,-5.9%,0.8%,1.5%,-12.1%,-6.6%,-16.5%,-11.9%,-18.7%
RXFP1 antagonist,9.1,-3.8,4.6,0.3,0.5,1.0,-5.2,-0.2,3.1,-18.4
PGK inhibitor,-3.2%,-3.3%,5.3%,i,-0.5%,i,i,1.5%,4.1%,-8.0%

61. Cc1cc(C)c(NC(=O)CNC(=O)c2cc(C3CC3)nc3c2cnn3C(C)C)c(C)c1
62. O=C(COC(=O)/C=C/c1cccc(F)c1)NCc1ccc2c(c1)OCO2
63. CCCCN(C(C)=O)c1ccc2c(c1)C1CC2CCN1Cc1ccccc1 (centres undefined)
64. CCN(CC(=O)Nc1ccc(OC)cc1)C(=O)c1cccc(S(=O)(=O)N2CCN(c3ccccc3)CC2)c1
65. Nc1cc(S(=O)(=O)c2ccc(N3CCCCC3)c(N)c2)ccc1N1CCCCC1
66. COc1ccc(CN(C)C[C@H]2OCc3cnnn3CCCC(=O)N([C@H](C)CO)C[C@@H]2C)cc1
67. O=[N+]([O-])c1ccc2cn(C3OC(CO)C(O)C3O)nc2c1 (centres undefined)
68. CN1OC[C@@H]2CN(C(=O)C(C)(C)C)[C@H](c3ccc(-c4cc5ccccc5o4)cc3)C[C@@H]21
69. COc1ccc(CN(C)C(=O)CCNS(=O)(=O)c2ccccc2)c(OC)c1
70. O=S(=O)(c1cccnc1)N1CCCC(Nc2ccc(F)c(F)c2)C1 (centres undefined)
Screen / compound no.,61,62,63,64,65,66,67,68,69,70
Pol eta inh,-4.3%,-24.3%,-6.5%,-15.1%,-19.0%,-5.7%,-11.5%,-9.5%,2.3%,-7.1%
RXFP1 antagonist,1.3,3.8,-0.7,9.2,-5.4,-18.5,1.5,-2.9,2.0,-2.6
PGK inhibitor,0.3%,6.8%,i,-2.0%,-8.9%,5.7%,-13.1%,i,1.2%,6.2%

71. COc1ccc(NC(=S)N2CCC3CC2c2c(Cl)cccc23)c(OC)c1 (centres undefined)
72. C[C@H](CO)N1C[C@H](C)[C@@H](CN(C)C(=O)c2cccc(F)c2)Oc2cc(-c3cncnc3)ccc2S1(=O)=O
73. COc1ccc(C(=O)N2CCN(c3nc4cc(C)cc(C)c4cc3C#N)CC2)cc1
74. CN(Cc1c(C(=O)N/N=C/c2ccccc2O)nnn1-c1nonc1N)C1CCCCC1
Screen / compound no.,71,72,73,74
Pol eta inh,-11.2%,-11.8%,-7.1%,-11.9%
RXFP1 antagonist,2.4,3.2,3.5,-8.7
PGK inhibitor,-2.5%,-9.9%,6.9%,-0.5%
